Source: PubChem BioAssay (several laboratories)
NOD2 inhibition: NOD2 signaling inhibitors, cell-based, luminescence, uHTS, HEK293 (AID 1566); actives 0.63% (n = 290,000); HEK293 NOD2/NF-kB luciferase reporter, luminescence; higher % means a stronger effect; inhibition, % at 4 µM, or EC50 in µM where a hit was titrated; further: many of its hits are not listed in these tables
SIAH1 antagonists: Siah-1 peptide-binding antagonists, primary screen, biochemical, fluorescence polarization, rhodamine-plectin, uHTS (AID 1817) | actives 0.02% (n = 290,000) | Siah-1 / rhodamine-plectin peptide fluorescence polarization; higher % means a stronger effect | displacement, % at 20 µM, or IC50 in µM where a hit was titrated;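 active means displacement of at least 50% at 20 µM, with a fluorescence ratio check between 0.3 and a set limit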;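 further: plate controls were Siah plus tracer with DMSO for no effect and tracer alone without Siah for full effect; strong numbers were not always called active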
KOR beta-arrestin-1: kappa opioid receptor activators – cell-based, luminescence, uHTS, primary screen (AID 1777); activation, % at 10 µM; hits with a dose series show EC50 in µM; actives 0.02% (n = 280,000); KOR beta-arrestin recruitment, luminescence; higher % means a stronger effect; in the data active means activation above about 50%, passing the limit was not always enough; further: a part of the inactive calls stands beside numbers as strong as those of hits
HIV fusion peptide: cell-free HIV fusion peptide-binding blockers – biochemical, uHTS, fluorescence dequenching, primary screen (AID 1986); actives 0.3% (n = 290,000); inhibition, % at 20 µM; hits with a dose series show IC50 in µM; cell-free peptide binding, fluorescence dequenching, 30 min; higher % means a stronger effect; in the data active means inhibition mostly above about 52%, no sharp cut-off; inactive means mostly below about 76%; further: some results filed as inactive read as strong as hits
NOD1 inhibition: NOD1 signaling inhibitors, primary screen, cell-based, luminescence, uHTS (AID 1578). NOD1-driven NF-kB luciferase reporter cells, luminescence; higher % means a stronger effect. actives 1% (n = 290,000). inhibition, % at 4 µM, or EC50 in µM where a hit was titrated; in the data active means inhibition mostly above about 36%, no sharp cut-off; inactive means mostly below about 34%;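 further: HEK-293T reporter cells stimulated with the NOD1 agonist gamma-tri-DAP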
Myeloid diff 2: myeloid differentiation induction; ER-HoxA9 myeloid progenitors, lysozyme-GFP differentiation, flow cytometry; calls only at 10 µM; actives 1% (n = 360,000); AID 624256;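 active means normalized GFP-positive differentiation at or above the plate's own cutoff, the solvent-only control mean plus 3 SD; inconclusive means no clear call, values can overlap the other calls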;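 further: cells exposed to compound for four days before flow analysis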
Salmonella PhoP GFP: inhibitors of PhoP regulon expression, primary screen, Salmonella Typhimurium, GFP reporter (AID 1863); actives 0.16% (n = 300,000); S. Typhimurium PhoP-regulated promoter GFP reporter, 4 h; higher % means a stronger effect; inhibition, % at 50 µM; hits with a dose series show IC50 in µM;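 active means inhibition over 29.93%, a cutoff 3 SD above the screen mean, later confirmed by dose response; inconclusive means inhibition over 29.93% but no dose response follow-up; inactive means inhibition at most 29.93% or unconfirmed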;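 further: 0% = low Mg2+ inducing control and 100% = high Mg2+ repressing control; strong numbers were not always called active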
KOR beta-arrestin-2: KOR antagonists, beta-arrestin recruitment, cell-based, luminescence, uHTS (AID 1778); one-dose inhibition, % at 10 µM; IC50 in µM for titrated hits; KOR beta-arrestin recruitment, luminescence, antagonist mode; higher % means a stronger effect; actives 0.091% (n = 290,000); further: strong numbers were not always called active
LYP phosphatase: inhibitors of LYP phosphatase, biochemical, fluorescence intensity, uHTS (AID 1779); recombinant LYP phosphatase, fluorescence intensity; higher % means a stronger effect; one-dose inhibition, % at 11.5 µM; IC50 in µM for titrated hits; actives 0.054% (n = 290,000);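 further: plate controls were vehicle with enzyme for no effect and no enzyme for full effect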
Myeloid diff 2 GFP+ MAC1+ %: also measured in Myeloid diff 2; calls as there; GFP+ MAC1+ double positive, %; measured here: differentiation confirmed by MAC1 staining
* = called active by the depositor; i = inactive; ? = inconclusive; / = not tested or not shown; + = active, no number; [ ] = dose if it differs, or a comment. Unless noted, no stated cut-off is given here; in the data, active means inhibition above about 50%; inactive means the rest. This is a subset; count on the stated rates, not on these rows.

No.	SMILES	NOD2 inhibition	SIAH1 antagonists	KOR beta-arrestin-1	HIV fusion peptide	NOD1 inhibition	Myeloid diff 2	Myeloid diff 2 GFP+ MAC1+ %	Salmonella PhoP GFP	KOR beta-arrestin-2	LYP phosphatase
1	CCn1c(SCC(=O)NC2CC2)nnc1-c1csc(C)c1	-5%	7%	3.3%	2.0%	-11%	i	1.1	0%	2%	-9%
2	Cn1c(CCNC(=O)C2CCCCC2)nc2cc(NC(=O)c3cccs3)ccc21	20%	15%	-3.4%	0.0%	-33%	i	0.5	-6%	-24%	-1%
3	Cc1cc(C)cc(NC(=S)N(C)C)c1	12%	1%	-2.5%	-1.1%	-2%	i	0.3	-9%	13%	1%
4	Clc1ccc(-n2cccc2/C=N/n2cnnc2)cc1	-2%	-2%	3.3%	0.1%	-18%	i	0.6	13%	-12%	-9%
5	Cc1cc(C(=O)NCC2COc3ccccc3O2)c2ccccc2n1 (stereo not drawn)	18%	-1%	-7.1%	-1.7%	-14%	i	0.5	-10%	8%	-7%
6	CCOc1ccccc1CN1CCN(Cc2csc(C(C)=O)c2)CC1CCO (stereo not drawn)	0%	-4%	-1.1%	2.1%	-18%	i	0.5	3%	-4%	1%
7	COc1ccc(NS(=O)(=O)c2cn(C)cn2)cc1	19%	1%	0.5%	-0.8%	-4%	i	1.0	1%	36%	-2%
8	CC(C)c1ccc(NC(=O)CCN2C(=O)[C@@H]3Cc4ccccc4CN3C2=O)cc1	25%	13%	1.6%	1.2%	-10%	i	3.6	-7%	-2%	-6%
9	CC(C)CNC(=O)CCCc1ccccc1	-11%	0%	-4.2%	0.8%	-8%	i	0.4	1%	6%	-5%
10	CCN(CC(=O)Nc1ccc2c(c1)OCCO2)Cc1cc(=O)oc2cc(C)c(C)cc12	-9%	-1%	1.9%	0.2%	-16%	i	3.6	7%	3%	1%
11	COc1cc(-c2cc(C(=O)N(C)Cc3ccccc3)c3ccccc3n2)cc(OC)c1OC	38%	-1%	-1.4%	0.4%	22%	i	6.0	-3%	-8%	0%
12	CCCCn1c2nc3ccccc3nc2c2c(=O)n(-c3ccccc3)cnc21	7%	-3%	0.9%	-0.4%	-44%	i	0.6	3%	38%	1%
13	COc1cc(C2c3c(-c4ccccc4O)n[nH]c3C(=O)N2Cc2ccco2)cc(OC)c1OC (stereo not drawn)	9%	13%	7.6%	-2.3%	-7%	i	1.0	-3%	7%	1%
14	COC(=O)c1cn(NC(=O)Cc2cccc(C(F)(F)F)c2)c(=O)c2ccccc12	-16%	5%	0.5%	-1.0%	-16%	/	/	0%	19%	2%
15	COc1ccc(C)cc1NC(=O)C1CCN(C(=O)c2ccco2)CC1	3%	10%	1.2%	-0.5%	-33%	i	0.0	2%	-19%	-6%
16	O=C(c1cccs1)N1CCN(S(=O)(=O)c2ccc(F)cc2)CC1	6%	6%	/	-0.9%	-41%	/	/	1%	-13%[20 µM]	-3%
17	COc1ccc(S(=O)(=O)N(C)CC(=O)N2CCCCCC2)cc1	-1%	0%	-1.9%	0.5%	-40%	i	0.6	2%	2%[20 µM]	0%
18	COc1ccccc1OCc1cc(C(=O)NCc2ccc(N3CCCC3=O)cc2)no1	-1%	2%	11%	-0.1%	-31%	i	2.2	-3%	-46%	-9%
19	CCS(=O)(=O)N1CCN(C(=O)c2ccco2)CC1	10%	4%	-2.3%	2.4%	-5%	i	8.0	-6%	-20%	-5%
20	Cc1c(N2CCCC2)cc2c(c1NC(=O)c1ccccc1Cl)C(C)(C)CC2(C)C	11%	3%	6.0%	3.4%	-3%	i	0.6	-6%	6%	2%
21	COc1cc(/C=C/C(=O)OCC(=O)Nc2ccc([N+](=O)[O-])cc2)ccc1O	16%	7%	4.6%	-0.2%	-3%	i	2.2	-8%	-5%	9%
22	CC1CCN(Cc2ccc(NC(=O)C3CCN(c4nnc(-n5cccc5)s4)CC3)cc2)CC1	2%	0%	-3.6%	-4.2%	-17%	i	9.1	2%	-6%	-6%
23	CCN1CCc2c(sc(NC(=O)c3ccc(S(=O)(=O)N4CCCC4)cc3)c2C(=O)NC)C1	17%	1%	0.5%	1.5%	-22%	i	1.5	-6%	16%	-4%
24	CN(Cc1ccccn1)C(=O)CC1C(=O)NCCN1Cc1cccc(Oc2ccccc2)c1 (stereo not drawn)	-2%	-2%	/	2.8%	-36%	i	0.2	-7%	-16%[20 µM]	-4%
25	O=C(CSc1nnnn1Cc1ccccc1)Nc1ccc2c(c1)OCCO2	-18%	2%	-3.9%	1.4%	-37%	i	1.2	12%	-30%	3%

Carrying on.
No.	SMILES	NOD2 inhibition	SIAH1 antagonists	KOR beta-arrestin-1	HIV fusion peptide	NOD1 inhibition	Myeloid diff 2	Myeloid diff 2 GFP+ MAC1+ %	Salmonella PhoP GFP	KOR beta-arrestin-2	LYP phosphatase
26	COc1ccc(CC(NC(C)=O)C(=O)NC2CCN(C(=O)c3ccc([N+](=O)[O-])cc3)CC2)cc1OC (stereo not drawn)	9%	3%	3.0%	0.6%	0%	i	0.6	-4%	-4%	-1%
27	COCCn1nnnc1C(c1cccs1)N1CCN(c2cc(C)ccc2C)CC1 (stereo not drawn)	-12%	-4%	-2.1%	-0.9%	-5%	i	2.6	11%	-18%	-3%
28	COc1ccc(-n2cc3ccc([N+](=O)[O-])cc3n2)cc1	-132%	4%	-0.8%	-0.8%	-14%	i	0.1	/	-12%	-2%
29	COc1cc(SC)ccc1C(=O)NCCc1c[nH]c2ccccc12	-5%	-1%	-4.0%	-0.8%	-38%	i	0.4	-1%	19%	-1%
30	COc1ccc2[nH]cc(CCNC(=O)C3CCCNC3=O)c2c1 (stereo not drawn)	15%	3%	9.9%	1.7%	-10%	i	3.8	-4%	-36%	-9%
31	CCCn1c(CC)nc([N+](=O)[O-])c1S(=O)(=O)c1ccccc1	-4%	4%	3.4%	-0.8%	10%	?	/	8%	-12%	6%
32	CCc1ccc(/C=C/C(=O)c2c(C)cc(C)[nH]c2=O)cc1	-56%	0%	-6.0%	-0.7%	-12%	i	0.8	3%	35%	1%
33	CCOC(=O)C1CCCN(CC(=O)Nc2cc(C)cc(C)c2)C1 (stereo not drawn)	0%	6%	-0.8%	0.3%	-38%	i	0.7	7%	-6%	-2%
34	O=C(c1cn(-c2ccccc2)nc1-c1cccs1)N1CCN(c2ccccc2)CC1	-9%	-3%	-2.1%	-2.7%	2%	i	1.9	11%	-2%	3%
35	C/C(=N\NC(=O)Cc1ccc(Cl)cc1)c1cccc(NC(=O)c2cccnc2)c1	16%	16%	4.7%	5.8%	-18%	?	/	-4%	-3%	-4%
36	Nc1c(NCc2ccccc2F)c(=O)[nH]c(=O)n1Cc1ccccc1	-4%	-3%	1.0%	2.8%	-10%	i	0.0	-3%	-4%	3%
37	CCOC(=O)c1ccc(NC(=O)C(=O)NCc2ccco2)cc1	0%	5%	-11%	-1.4%	-26%	i	0.5	5%	-28%[20 µM]	-3%
38	c1ccc2c(Nc3ccc4c(c3)OCCO4)c3c(nc2c1)CCC3	2%	0%	0.7%	-1.0%	-17%	i	0.7	-4%	-44%[20 µM]	-3%
39	O=C(c1cc(-c2cccc(Cl)c2)on1)N1CCc2ccccc2C1	1%	-1%	2.1%	0.1%	-39%	+	7.5*	-3%	-40%	-5%
40	Cc1cccc(OCC(=O)N(Cc2ccc(F)cc2)C2CCS(=O)(=O)C2)c1C (stereo not drawn)	12%	3%	-0.2%	-0.7%	-21%	i	7.4	-5%	-27%	6%
41	COc1ccc(C(CNc2ncnc3sccc23)N(C)C)cc1OC (stereo not drawn)	-30%	-5%	0.9%	-1.4%	25%	i	1.3	-5%	6%	-2%
42	COCCN(CCOC)Cc1c(C)[nH]c2c(C)c(C)ccc2c1=O	5%	0%	-11%	-2.2%	-2%	i	5.9	14%	-31%	-3%
43	O=C(O)c1cc2nc(C3CC3)cc(C(F)(F)F)n2n1	-6%	-2%	37%	3.0%	10%	i	3.9	0%	-14%	0%
44	CN1/C(=C\C(=O)c2cncc(Br)c2)C(C)(C)c2ccccc21	29%	-2%	1.1%	5.6%	8%	+	3.2*	25%	13%	1%
45	C=CCn1c(SCC(=O)c2c(N)n(C)c(=O)n(C)c2=O)nnc1-c1ccccc1F	10%	0%	-5.0%	-0.2%	-16%	i	1.0	3%	26%	0%
46	Cn1c2ccccc2c(=O)c2cc(C#CC3(O)CCCCC3)ccc21	16%	4%	-0.9%	0.6%	35%	i	0.0	/	-61%[20 µM]	-11%
47	CCCC(=O)Nc1nnc(S(=O)(=O)N2CCCCCC2)s1	0%	-2%	-3.5%	0.1%	-13%	i	2.7	/	-37%[20 µM]	-5%
48	Cc1nn(S(=O)(=O)c2cccc([N+](=O)[O-])c2)c(C)c1Br	21%	28%	-5.4%	0.6%	-1%	i	0.2	3%	-31%[20 µM]	-11%
49	C=C(C)c1cccc(C(C)(C)NC(=O)NC2CCCC2)c1	11%	-1%	0.3%	0.0%	-8%	i	0.9	-15%	-14%	0%
50	O=c1[nH]c(NCc2ccco2)nnc1Cc1ccccc1Cl	-10%	0%	-5.0%	-0.4%	-35%	i	0.6	34%	1%	0%
51	O=C(O)C1CC(=O)N(c2ccc(OCc3ccc(Br)cc3)cc2)C1 (stereo not drawn)	6%	5%	12%	-0.2%	-14%	i	0.2	-2%	-1%	-7%

3 compounds from above, ordered by the value under NOD2 inhibition, low to high.
nr	Compound	NOD2 inhibition	SIAH1 antagonists	KOR beta-arrestin-1	HIV fusion peptide	NOD1 inhibition	Myeloid diff 2 GFP+ MAC1+ %	Salmonella PhoP GFP	KOR beta-arrestin-2	LYP phosphatase
27	COCCn1nnnc1C(c1cccs1)N1CCN(c2cc(C)ccc2C)CC1 (stereo not drawn)	-12%	-4%	-2.1%	-0.9%	-5%	2.6	11%	-18%	-3%
50	O=c1[nH]c(NCc2ccco2)nnc1Cc1ccccc1Cl	-10%	0%	-5.0%	-0.4%	-35%	0.6	34%	1%	0%
44	CN1/C(=C\C(=O)c2cncc(Br)c2)C(C)(C)c2ccccc21	29%	-2%	1.1%	5.6%	8%	3.2*	25%	13%	1%

Record cards (already shown). Screens in order: NOD2 inhibition | SIAH1 antagonists | KOR beta-arrestin-1 | HIV fusion peptide | NOD1 inhibition | Myeloid diff 2 | Myeloid diff 2 GFP+ MAC1+ % | Salmonella PhoP GFP | KOR beta-arrestin-2 | LYP phosphatase
O=c1[nH]c(NCc2ccco2)nnc1Cc1ccccc1Cl is entered as -10% | 0% | -5.0% | -0.4% | -35% | i | 0.6 | 34% | 1% | 0%
CCCC(=O)Nc1nnc(S(=O)(=O)N2CCCCCC2)s1 is entered as 0% | -2% | -3.5% | 0.1% | -13% | i | 2.7 | / | -37%[20 µM] | -5%
Cc1cccc(OCC(=O)N(Cc2ccc(F)cc2)C2CCS(=O)(=O)C2)c1C (stereo not drawn) is entered as 12% | 3% | -0.2% | -0.7% | -21% | i | 7.4 | -5% | -27% | 6%
c1ccc2c(Nc3ccc4c(c3)OCCO4)c3c(nc2c1)CCC3 is entered as 2% | 0% | 0.7% | -1.0% | -17% | i | 0.7 | -4% | -44%[20 µM] | -3%
COc1ccc(-n2cc3ccc([N+](=O)[O-])cc3n2)cc1 is entered as -132% | 4% | -0.8% | -0.8% | -14% | i | 0.1 | / | -12% | -2%
